# Screens as filed in PubChem.
# Sm TGR inh: inhibitors of Schistosoma mansoni thioredoxin glutathione reductase. purified TGR, DTNB reduction, TNB absorbance 405 nm. Potency, µM (top dose mostly 114 µM), inactives show at the top dose activity change, negative = inhibition, hits mostly inhibitors. 360,000 compounds, 3% hits. AID 485364; note: nearly all actives have a fitted effect of over 60% in size
#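 TGR 20 nM + NADPH 100 uM (dispensed conc.), cpd preinc 15 min RT; start with NADPH (500 uM addition) then DTNB (15 mM addition). Kinetic TNB absorbance, 405 nm filter. Four-parameter Hill fit across titration.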
# Tb PYK inh: inhibitors of Trypanosoma brucei pyruvate kinase. Q57TT1. TbPYK enzyme, Kinase-Glo Plus ATP luminescence, 45 min. Potency, µM (series often up to 76.8 µM), inactives show at the top dose activity, negative = inhibition, usual class: inhibitors. 410,000 compounds, 0.12% hits. AID 624173; note: nearly all actives have a fitted effect of over 50% in size
#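 Enzyme and substrate buffer are dispensed first and compound is pin-transferred. ADP at 130 uM final then starts the reaction, which runs 45 min at room temperature. Detection reagent is added for 10 min before luminescence is imaged.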
# An asterisk follows results filed as active; ? = inconclusive; [ ] = remark or other dose. Calls come from the whole dose curve; as a rule, active = well fitted curve in the direction sought with a large enough effect; inconclusive = small, poorly fitted or top-dose-only effect, or another doubt; inactive = no such curve, though single readings can be large; an effect the other way counts as inactive or inconclusive. % is set by controls: 0 for no effect and ±100 for the full control effect; potency is the fitted concentration of half-maximal effect. Some of the compounds tested (hit frequency here may not be typical).
compound | Sm TGR inh | Tb PYK inh
CCOC(=O)c1[nH]c(C)c(CCC(=O)N2CCN(c3ccccc3)CC2)c1C | 7% | 3%
Cc1ccc(-n2ncc(C(=O)NCc3cccs3)c2C2CCN(C(=O)OC(C)(C)C)CC2)cc1 | 1% | -1%[15.4 µM]
O=C(Cn1c(=O)n(-c2ccc(Cl)cc2)c(=O)c2sc3ccccc3c21)NC1CCCCC1 | 1% | 5%
Cc1cccc(OCC(=O)Nc2ccc(OCc3cc(=O)n4cc(C)ccc4n3)cc2)c1 | 4% | 0%
COc1ccc(-c2noc(N3CCC(C(=O)Nc4cccc(C)c4C)CC3)n2)cc1 | 1% | 3%
COc1ccc2oc(-c3ccc(C)c(NC(=O)Cc4ccc(Cl)cc4)c3)nc2c1 | -11% | 4%
Cc1cccc(-n2c(/C=C/c3c[nH]c4ccccc34)nc3ccccc3c2=O)c1 | 8% | 2%
CC(C)CCN(Cc1ccco1)C(=O)c1cc2c(Cl)nc3ccccc3c2s1 | -14% | -5%
CCc1ccc(NC(=O)N2CC(C)Oc3ccc(C)cc32)cc1 (stereo unspecified) | -11% | 6%
Cc1ccc(C)c(N2CCN(C(=O)CCS(=O)(=O)c3cc(Br)cc4c3N(C(=O)C3CC3)CC4)CC2)c1 | 0% | -5%
Cc1cc(Cl)ccc1OCc1nc(-c2ccc(-n3cccc3)cc2)no1 | 0% | -5%
Cc1cc(C)nc(-n2nc(C)c3c2N(C)C(=O)CC3c2ccc(Cl)cc2)n1 (stereo unspecified) | -5% | -5%
COc1ccc(-n2c(SCC(=O)NCc3ccc(Cl)cc3)nc3ccsc3c2=O)cc1 | -17% | -1%
COc1cc(NC(=O)N2CCC(CN3CCc4ccccc4C3)CC2)cc(OC)c1 | -1% | -2%
COc1ccc(N2CCN(Cc3nc(-c4ccc(C)cc4)no3)CC2)cc1 | -4% | 1%
O=C(c1cc(-c2ccccc2O)on1)N1CCCCC1 | -1% | 1%
CC1CCCN(C(=O)Cn2c(=O)n(CC3CCC(C(=O)NC(C)C)CC3)c(=O)c3sccc32)C1 (stereo unspecified) | 5% | 3%
CN(C(=O)Nc1cn(C)c(=O)c2ccccc12)c1ccccc1 | 7% | 1%
O=C(CSCc1nc2cccnc2n1C1CCCCC1)NCc1cccc(Cl)c1 | 3% | 1%
Cc1ccc(OC(=O)CSc2nnc(-c3ccc4c(c3)OCO4)o2)cc1 | 9% | -3%
CCc1cccc(NC(=O)c2ccc(CN3C(=O)C(C)=C(c4ccc(OC)cc4)S3(=O)=O)cc2)c1 | -6% | 1%
CCOC(=O)c1c(NC(=O)COc2ccc(Cl)cc2Cl)sc2c1CCCCC2 | 5% | 1%
Cc1ccc(C)c(CN2C(=O)c3ccccc3S(=O)(=O)c3ccc(C(=O)NCCC4=CCCCC4)cc32)c1 | -4% | -9%
Cc1ccc(-n2ncc3c(NC4CCCCC4)ncnc32)cc1 | 9% | -1%
COc1ccc(C2(CNC(=O)C(=O)Nc3cccc(C(F)(F)F)c3)CCCC2)cc1OC | 9% | 1%
O=C(CSc1cn(CC(=O)N2CCCC2)c2ccccc12)Nc1ccc(Cl)cc1 | -26% | -7%
Cc1ccc(S(=O)(=O)N2CCC(c3ccncc3)CC2)c(C)c1 | -3% | -5%
CCOC(=O)c1noc2ncn(CC(=O)Nc3cccc(Cl)c3)c(=O)c12 | -2% | -3%
COc1cccc(Cn2c(=O)n(Cc3ccccc3)c(=O)c3c2c2cc(OC)ccc2n3C)c1 | 5% | -2%
Cc1cc2c(cc1S(=O)(=O)N1CCC(C(N)=O)CC1)OCC(=O)N2 | 6% | 2%[15.4 µM]
CCOC(=O)c1ccc(NC(=O)c2c(NCc3cc(OC)c(OC)cc3OC)sc3c2CCCC3)cc1 | -16% | -16%
COc1ccc(NC(=O)CN2CCN(Cc3ccc(F)cc3)S2(=O)=O)cc1Cl | 7% | 9%
CCOC(=O)c1noc2nc(C)n(Cc3cccc(C#N)c3)c(=O)c12 | -3% | 3%
COc1ccccc1CNC(=O)c1cc2c(s1)-c1ccc(Cl)cc1SC2 | 9% | -12%
CCC(C(=O)Nc1cc(F)ccc1F)n1nc(-c2cc(C)ccc2C)ccc1=O (stereo unspecified) | -6% | -6%
Cc1ccc(CNC(=O)c2cc3cc(C)ccc3n2C)cc1 | -3% | 0%
CC(C)(C)c1ccc(C(=O)NCC(c2ccc(Cl)cc2)N2CCOCC2)cc1 (stereo unspecified) | -4% | 2%
Cc1ccccc1CN1CCCN(CC(=O)Nc2ccc(F)cc2)S1(=O)=O | 3% | -11%
CC(C)CCNC(=O)CN1C(=O)c2cccnc2Sc2ccccc21 | -1% | 0%
CC(NC(=O)Nc1cc(Cl)ccc1Cl)c1c(-n2cccc2)sc2c1CCCC2 (stereo unspecified) | 0% | -1%

# Reformatted as labelled records: part of the list above.
CCOC(=O)c1c(NC(=O)COc2ccc(Cl)cc2Cl)sc2c1CCCCC2
  Sm TGR inh = 5%
  Tb PYK inh = 1%
COc1ccc(-n2c(SCC(=O)NCc3ccc(Cl)cc3)nc3ccsc3c2=O)cc1
  Sm TGR inh = -17%
  Tb PYK inh = -1%
Cc1ccc(S(=O)(=O)N2CCC(c3ccncc3)CC2)c(C)c1
  Sm TGR inh = -3%
  Tb PYK inh = -5%
COc1cc(NC(=O)N2CCC(CN3CCc4ccccc4C3)CC2)cc(OC)c1
  Sm TGR inh = -1%
  Tb PYK inh = -2%

# The results go on:
compound | Sm TGR inh | Tb PYK inh
CCCN(CCC)C(=O)c1c[nH]c2ccc(S(=O)(=O)N(C)c3ccc(Cl)cc3)cc2c1=O | 4% | 3%[15.4 µM]
COC(=O)c1c(-c2cccs2)csc1NC(=O)c1ccc(C)cc1 | -16% | -11%
COc1ccc(CCNC(=O)c2ccc3c(c2)N(Cc2ccccc2)C(=O)c2ccccc2S3=O)cc1OC (stereo unspecified) | -9% | 2%
COC(=O)c1ccc(NC(=O)CCc2c(C)nc3c(-c4ccccc4)c(C)nn3c2C)cc1 | -2% | 2%
O=C(Nc1cccc(Br)c1)N1CCN2CCCCC2C1 (stereo unspecified) | 4% | 1%
Cc1ccc(NC(=O)C2CCN(S(=O)(=O)c3c(C)noc3C)CC2)cc1 | 4% | 2%
CCc1ccc(-c2nc(CSCC(=O)NCc3ccc(C)cc3)c(C)o2)cc1 | -17% | -1%
COCCNc1oc(/C=C/c2ccc(F)cc2)nc1C#N | -4% | 1%
CN1C(=O)Cc2cc(S(=O)(=O)CCC(=O)Nc3cccc(C(F)(F)F)c3)ccc21 | 1% | 3%
Cc1ccc(NC(=O)N2CCN(c3nnc(C)c4c(C)n(-c5ccccc5)nc34)CC2)cc1Cl | -7% | 4%
O=C(Cn1c(=O)n(Cc2nc(-c3ccccc3)no2)c(=O)c2cc3c(cc21)OCO3)Nc1cccc(C(F)(F)F)c1 | 4% | -4%
Cc1cccc(CNS(=O)(=O)c2ccc(-c3coc(C)n3)cc2)c1 | 2% | -3%
CC1=C(C(=O)Nc2ccccc2C)C(c2cccnc2)n2nc(SCc3ccccc3)nc2N1 (stereo unspecified) | 6% | 8%
COc1ccccc1CCNC(=O)Cc1c(C)c2cc(Cl)c(O)cc2oc1=O | 10% | 3%
COc1ccc(OC)c(-n2c(=O)[nH]c3cc(C(=O)NCCc4ccc(OC)c(OC)c4)ccc3c2=O)c1 | 6% | 2%
O=C(c1cccs1)N1CCCc2cc(NS(=O)(=O)c3ccc(F)cc3F)ccc21 | -2% | -2%
Cc1ccc(NC(=O)Cn2cc(C(=O)c3ccco3)c3ccccc32)cc1 | -3% | 2%
COc1cccc(N2CCN(C(=O)C3CCN(S(=O)(=O)c4c(C)noc4/C=C/c4ccccc4F)CC3)CC2)c1 | 3% | -4%
Cc1cccc(OCCn2c(-c3ccc(Cl)cc3)nc3ccccc3c2=O)c1 | 1% | 2%
CCOC(=O)c1ccc(NC(=O)c2nc(SCc3ccccc3F)ncc2Cl)cc1 | -2% | -1%

# (cont.)
SMILES | Sm TGR inh | Tb PYK inh
O=C(CSc1ncc2c(n1)-c1ccccc1N(Cc1ccc(F)cc1)S2(=O)=O)NCCc1ccccc1 | 2% | -2%
CCOC(=O)c1c(C)oc2c(Cl)cc(NS(=O)(=O)c3ccc(Cl)c(C)c3)cc12 | 3% | 1%
COc1cccc(CSc2nc(-c3ccccc3OC)nc3c2Cc2c(CO)cnc(C)c2O3)c1 | -1% | -10%
CCSc1nnc2c(n1)OC(c1ccc(OC)c(OC)c1)N(C(C)=O)c1ccccc1-2 (stereo unspecified) | 0% | -4%
COC(=O)CN1C(=O)CSc2ccc(S(=O)(=O)Nc3ccc(C)c(Cl)c3)cc21 | 6% | -4%
Cc1cccc(CC(=O)NCCc2sc3nc(-c4ccc(F)cc4)nn3c2C)c1 | 0% | 4%
COc1ccc(-c2noc(CSc3nnc(Cc4ccccc4)n3-c3ccc(F)cc3)n2)cc1 | 4% | -1%
COc1ccccc1CNC(=O)C1CCCN(S(=O)(=O)c2ccc3c(c2)oc(=O)n3C)C1 (stereo unspecified) | 2% | 0%
CCOC(=O)c1ccc(NC(=O)CSc2ccc(-c3sc(C)nc3C)nn2)cc1 | ? | -2%
CCc1ccccc1NC(=O)CN(c1ccccc1)S(=O)(=O)c1ccsc1C(=O)OC | -5% | 2%
CCS(=O)(=O)c1cccc(C(=O)Nc2ccc(-c3nc4ccccc4s3)c(O)c2)c1 | -3% | 1%
Cc1cc(Br)cc(C)c1NC(=O)c1sc2ncn(Cc3cccc(F)c3)c(=O)c2c1C | 0% | 4%
CC(=O)Nc1cc(C(=O)NCc2ccc(C)cc2)ccc1S(=O)(=O)c1ccc(Cl)cc1 | 4% | -5%
Cn1cc(-c2cc3n(n2)CCC(=O)N3CCCC(=O)Nc2ccccc2Cl)c2ccccc21 | -1% | -4%
CCOC(=O)c1c(C)n(-c2ccccc2)c2ccc(OC(=O)c3cccc(Cl)c3)cc12 | 10% | 0%
O=C(COc1ccc(F)cc1)Nc1ccccc1C(=O)OCc1cc(=O)n2ccsc2n1 | -10% | -9%
COc1ccc(C(=O)Nc2cc(C(C)C)c(O)c(S(=O)(=O)c3ccc(OC)cc3)c2C)cc1 | -1% | -4%
Cc1ccc(-n2nc(C)c3c(C)cc(=O)n(CC(=O)NC(C)c4ccccc4)c32)cc1 (stereo unspecified) | 1% | -1%
CCCCC1CCC(C(=O)N2CC(=O)Nc3ccc(C)cc3C2c2ccc(F)cc2)CC1 (stereo unspecified) | -5% | 0%
Cc1ccc2nc(N3CCN(c4ccccc4F)CC3)c3nnnn3c2c1 | 0% | 0%
COc1cccc(CSc2nc(-c3ccccc3F)nc3c2Cc2c(CO)cnc(C)c2O3)c1 | ? | -4%
Cc1c(Cl)cccc1NC(=O)C1CCCN(c2nnc(-n3c(C)ccc3C)s2)C1 (stereo unspecified) | -27% | 0%
CCCc1ccc(OC(C)c2nc(-c3ccc(-n4cccc4)cc3)no2)cc1 (stereo unspecified) | 9% | 0%
CCOC(=O)c1c(-c2ccccc2)csc1NC(=O)c1cc(-c2ccc(Br)cc2)on1 | -1% | -7%
O=S(=O)(c1ccc2nc(N3CCN(c4cccc(Cl)c4)CC3)ccc2c1)N1CCCCC1 | 3% | -4%
O=C(NCCN1CCCCC1)c1ccc(Cn2c(SCc3ccc(F)cc3)nc3cccnc32)cc1 | 2% | 0%
COc1ccc(-c2nn(-c3ccc(F)cc3)c3c2cnc2ccc(F)cc23)cc1OC | 1% | -1%
COc1ccc(-n2cc(-c3ccccc3)c3c(Nc4ccc(OC)c(OC)c4)ncnc32)cc1 | 8% | 1%
Fc1cccc(-c2nc(-c3ccncc3)no2)c1 | 10% | -7%
CCOc1ccccc1NC(=O)c1c(NC(=O)COc2ccccc2)sc2c1CCCC2 | 8% | 5%
Cc1ccc(Cl)cc1N1CCN(c2nc3ccccc3c3nc(-c4cccnc4)nn23)CC1 | -3% | -5%
CC1CCN(c2nc3ccccc3nc2C(F)(F)F)CC1 | -6% | -1%
COc1cccc(NC(=O)c2ccc(-c3nc(COc4ccccc4)c(C)o3)cc2)c1 | 6% | -10%
Cc1ccc(C)c(NC(=O)C2CCCN(S(=O)(=O)c3cn(C)cn3)C2)c1 (stereo unspecified) | 4% | 2%
COc1cccc(C(=O)N(Cc2ccco2)c2ccccn2)c1 | -19% | 0%
CC(=O)c1sc2c(c1C)c(=O)n(-c1ccc(Cl)cc1)c(=O)n2Cc1ccc(Cl)cc1 | 9% | 0%
CCN(C(=O)c1ccc2c(=O)n3c(nc2c1)CCCCC3)c1cc(C)ccc1C | 12% | -7%
CCc1ccc(NC(=O)Cn2c(=O)n(-c3cc(OC)c(OC)c(OC)c3)c(=O)c3ccccc32)cc1 | 2% | 13%
Cc1c(NC(=O)c2ccccc2)cc(C(C)C)c(O)c1S(=O)(=O)c1ccc(Cl)cc1 | -2% | 1%
COCCNC(=O)c1ccc2c(c1)N(Cc1ccc(C(F)(F)F)cc1)C(=O)c1ccccc1S2 | 2% | 2%
COc1ccc(NC(=O)Nc2ccccc2OCc2cc(=O)n3ccccc3n2)c(OC)c1 | -4% | 5%
